Screening results deposited in PubChem by National Center for Advancing Translational Sciences (NCATS).
USP1 inh: USP1/UAF1 (human) deubiquitinase inhibition. O94782. recombinant USP1/UAF1, Ub-Rhodamine cleavage fluorescence. Potency, µM (series often up to 57.1 µM), for the others: top-dose activity change, negative = inhibition, actives largely listed as inhibitors. hit rate 0.23% among 390,000. AID 743255; further: potency means the concentration at half of the fitted maximal effect; on the % scale 0 is the no-effect control and ±100 the full control effect; nearly all actives have a fitted effect of over 60% in size; inactives centre near -12
Target sequence (O94782 whole entry, looked up): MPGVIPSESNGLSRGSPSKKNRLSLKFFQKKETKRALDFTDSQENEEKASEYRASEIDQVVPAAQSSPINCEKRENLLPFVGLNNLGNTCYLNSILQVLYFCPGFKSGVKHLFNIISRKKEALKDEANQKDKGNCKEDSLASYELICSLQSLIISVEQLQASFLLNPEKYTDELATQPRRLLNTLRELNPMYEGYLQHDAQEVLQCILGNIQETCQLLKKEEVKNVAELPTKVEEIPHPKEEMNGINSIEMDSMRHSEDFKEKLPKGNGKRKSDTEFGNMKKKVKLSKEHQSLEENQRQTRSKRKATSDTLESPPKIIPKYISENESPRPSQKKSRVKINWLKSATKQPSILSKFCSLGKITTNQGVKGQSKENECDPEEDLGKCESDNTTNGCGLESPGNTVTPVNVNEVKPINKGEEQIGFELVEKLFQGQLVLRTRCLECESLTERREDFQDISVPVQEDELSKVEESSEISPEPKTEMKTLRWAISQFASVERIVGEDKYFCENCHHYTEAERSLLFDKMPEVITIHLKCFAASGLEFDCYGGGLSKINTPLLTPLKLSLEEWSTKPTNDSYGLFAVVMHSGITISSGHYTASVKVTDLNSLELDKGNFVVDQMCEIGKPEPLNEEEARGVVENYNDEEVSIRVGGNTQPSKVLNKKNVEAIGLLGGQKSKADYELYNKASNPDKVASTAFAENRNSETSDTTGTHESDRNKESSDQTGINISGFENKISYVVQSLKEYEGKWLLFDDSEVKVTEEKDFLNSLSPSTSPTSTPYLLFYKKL
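High-throughput fluorogenic screen: 1nM USP1/UAF1 complex, Ub-Rho substrate 150nM final, 50mM HEPES pH 7.8 with 0.5mM EDTA, 0.1 mg/ml BSA, 1mM TCEP and 0.01% Tween-20.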
Pin1 inhibitor: inhibitors of human Pin1; Q13526; Pin1 FP peptide displacement, HiFluor488, 10 min; Potency, µM (titrated, usually from 115 µM), for the others: at the highest dose activity, negative = inhibition, actives largely listed as inhibitors; hit rate 0.009% among 390,000; AID 504891; active means well fitted inhibition curve with a large enough effect in the polarisation, with a control signal flat, not every such curve was filed as active; inconclusive means small, poorly fitted or top-dose-only effect, or effect the other way, or a change in a side signal; inactive means no such curve, though single readings can be large or run the other way; the % refers to the polarisation; further: potency means the concentration at half of the fitted maximal effect; on the % scale 0 is the no-effect control and ±100 the full control effect
Target sequence (Q13526 whole entry, looked up): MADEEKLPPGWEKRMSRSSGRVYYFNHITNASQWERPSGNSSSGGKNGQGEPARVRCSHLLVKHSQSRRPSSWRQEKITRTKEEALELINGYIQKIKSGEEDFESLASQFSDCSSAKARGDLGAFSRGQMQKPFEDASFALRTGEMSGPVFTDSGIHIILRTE
IDH1 R132H inh: blocks human mutant IDH1 R132H enzyme | O75874 | IDH1-R132H enzyme, NADPH consumption, diaphorase/resazurin fluorescence | Potency, µM (doses to about 76.6 µM), for the others: at the highest dose activity change, negative = inhibition, most hits filed as inhibitors | hit rate 0.093% among 390,000; further: potency means the concentration at half of the fitted maximal effect; on the % scale 0 is the no-effect control and ±100 the full control effect; nearly all actives have a fitted effect of over 65% in size
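IDH1-R132H (0.5 ug/mL dispensed) in pH 7.5 Tris buffer was preincubated 30 min with compound, then given a substrate mix of 0.016 mM NADPH and 2 mM alpha-KG for 80 min at room temperature; remaining NADPH was read by diaphorase/resazurin fluorescence.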
TrxR1 substrate: is turned over as a substrate by rat TrxR1; O89049; purified TrxR1 substrate turnover, NADPH consumption readout; Potency, µM (series often up to 114 µM), without a hit: at the highest dose activity change, negative = substrate turnover; hit rate 0.01% among 390,000; AID 588456; further: potency means the concentration at half of the fitted maximal effect; on the % scale 0 is the no-effect control and ±100 the full control effect; nearly all actives have a fitted effect of over 50% in size
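Rat TrxR1, dispensed at 90 nM, was prereduced with 400 uM NADPH (final) for 5 min at ~22 deg C, then incubated with compound 15 min before 400 uM selenite. A first-read NADPH fluorescence drop versus no-compound background flagged substrates.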
TRHR agonist: activates the human TRH receptor | TRHR cells, calcium flux fluo-8, FDSS agonist mode | AID 493084 | P34981 | activation, % at 2 µM | hit rate 0.18% among 360,000; in the data active means activation above about 30%; further: 0% is about no effect
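TRHR-expressing cells, plated overnight in medium with 10% serum, were loaded with fluo-8 calcium dye at room temperature. After a 10 s baseline, library compound was pin-added and calcium release was recorded kinetically (ex 480/em 530) as agonist response.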
TRHR PAM: TRH receptor (human) allosteric enhancement; hit rate 0.66% among 360,000; P34981; AID 493056; enhancement, % at 2 µM; TRHR cells, fluo-8 calcium fluorescence, EC20 TRH enhancement; in the data active means enhancement above about 30%; further: 0% is about no effect
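TRHR-expressing cells loaded with fluo-8 calcium dye were read kinetically (ex 480/em 530) during compound addition, then stimulated with an EC20 of TRH (10 nM final). Enhancement of the Gq-mediated intracellular calcium response was scored.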
D2 antag: antagonizes the human D2 dopamine receptor. inhibition, % at 10 µM. hit rate 2% among 340,000. P14416. HEK293 TREx D2 cells, calcium flux, dopamine EC80; in the data active means inhibition above about 30%; further: 0% is about no effect
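Cells plated overnight at 30 C with tetracycline; no-wash calcium dye, 30–90 min RT; 10 s baseline; compound pinned; 180 s read; EC80 dopamine added; another 180 s read.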
TrxR1 inh: blocks rat thioredoxin reductase 1; O89049; recombinant rTrxR1, NADPH fluorescence consumption, selenite substrate; Potency, µM (top dose mostly 114 µM), for the others: at the top dose activity change, negative = inhibition, most hits filed as inhibitors; hit rate 1% among 390,000; further: potency means the concentration at half of the fitted maximal effect; on the % scale 0 is the no-effect control and ±100 the full control effect; nearly all actives have a fitted effect of over 65% in size
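Rat TrxR1 (90 nM in the dispensed reagent) was pre-reduced with 400 uM NADPH for 5 min at room temperature, then incubated with compound for 15 min. After 400 uM selenite was added, NADPH fluorescence (Ex 340/Em 450 nm) was followed for 8 min.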
D2 ag: agonists of human D2 dopamine receptor | HEK293 T-REx D2 cells, calcium flux agonist mode | activation, % at 2 µM | hit rate 0.53% among 340,000;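 active means activation over 3 SD above normal in the single-dose calcium agonist read, cut at about 30% in these data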; further: 0% is about no effect
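Tetracycline-induced HEK293 T-REx cells with force-coupled D2 receptor, plated overnight at 30 C, loaded with no-wash calcium dye. After a 10 s baseline, compound was pin-added and calcium flux read kinetically for 180 s; calcium rises flagged agonists.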
* hit, by the source's call; ? = inconclusive; · = no result given; & = joins results of further samples; ! = not confirmed by another sample; [ ] = another dose, or the depositor's remark. Unless noted, the call rests on the fitted dose curve; in most records, active means well fitted inhibition curve with a large enough effect; inconclusive means small, poorly fitted or top-dose-only effect; inactive means no such curve, though single readings can be large or run the other way. This is a subset, so the mix of outcomes need not match the whole.

Under each structure – USP1 inh	Pin1 inhibitor	IDH1 R132H inh	TrxR1 substrate	TRHR agonist	TRHR PAM	D2 antag	TrxR1 inh	D2 ag
[1] CCCOC(=O)C1C2CCC(O2)C1C(=O)O (stereo not given)
 : -26%	-4%	7%	7%	·	·	·	13%	·
[2] CCOc1cc2c(cc1OCC)-n1cccc1C(c1ccc(F)c(OC)c1)NC2 (stereo not given)
 : -25%	-2%	3%	7%	3.9	-10	3	19%	0.0
[3] Cc1ccc(Cn2nc(C(=O)Nc3ccc(Br)cc3)cc2C)cc1
 : -12%	?	-4%	6%	3.1	4	3	6%	4.5
[4] COc1ccc(N/N=C/c2c(O)n(-c3ccc(C)c(C)c3)c(=O)[nH]c2=O)cc1
 : 3%	42%[activator]	3%	-19%	2.1	3	-1	?	2.7
[5] CN1CCN(Cc2ccc3ccccc3c2)CC1
 : -4%	2%	-6%	0%	0.2	-7	-1	34%	0.1
[6] O=c1[nH]c(=O)n(-c2ccc(Cl)cc2)c(O)c1C=NCCN1CCCCC1
 : -2%	5%	32%[activator]	3%[57.1 µM]	0.6	-4	0	-2%[11.4 µM]	-0.2
[7] O=C1c2cccc(O)c2C(=O)c2c(O)cc(CO)cc21
 : -23%	?	-9%	4%	·	·	·	1%	·
[8] Cc1ccccc1OCC(=O)Nc1ccccc1C(=O)OCc1cc(=O)n2nc(C3CC3)sc2n1
 : ?	-12%	-3%	1%[57.1 µM]	0.2	-5	·	11%[57.1 µM]	2.2
[9] Cc1ccc2cc(CNCCc3ccccc3C)c(=O)[nH]c2c1
 : -6%	-1%	4%	9%[57.1 µM]	0.3	4	23	13%[57.1 µM]	-0.3
[10] c1ccc(P(c2ccccn2)c2ccccn2)cc1
 : -14%	-5%	-4%	1%	0.4	-5	14	-6%	1.8
[11] Cc1ccc(C)c(NC2=NCCCS2)c1
 : -10%	-1%	9%	0%	0.4	-4	15	-3%	1.8
[12] Cc1cccc(CN2CC=C(c3noc(CCC(=O)Nc4ccc(C)c(F)c4)n3)CC2)c1
 : -19%	9%	-9%	-2%[57.1 µM]	0.1	-2	·	21%[57.1 µM]	0.6
[13] CCOP(=O)(OCC)C1(O)C(=O)Nc2ccccc21 (stereo not given)
 : -6%	1%	2%	-10%	0.1	2	-6	-10%	0.0
[14] CC1([N+](=O)[O-])COP(=O)(Nc2ccccc2F)OC1 (stereo not given)
 : -7%	3%	0%	2%[11.4 µM]	·	·	·	5%[11.4 µM]	·
[15] COc1ccc2c(c1O)C13CCN(C)C(C2)C1CCC(=O)C3 (stereo not given)
 : -10%	-2%	2%	1%	·	·	·	10%	·
[16] COP(=O)(OC)c1nc(-c2cccc3ccccc23)oc1NCCc1ccccc1
 : -12%	?	-1%	361%[activator][57.1 µM]	0.1	-2	11	38%[activator][57.1 µM]	11
[17] CC(C)[C@H](N)C(=O)OCCOCn1cnc2c(=O)[nH]c(N)nc21
 : ?	-8%&4%	22%&-3%	-3%&2%	0.1	-1	-13	5%&13%	-0.4
[18] CSC[C@H](NC(=O)COc1cc2c(c3oc(=O)c(C)c(C)c13)CCC(C)(C)O2)C(=O)O
 : -8%	-18%	-1%	316%[activator][57.1 µM]	0.0	13	-7	42%	0.7
[19] Cc1ccsc1/C=C1\C(=O)NC(=S)N(C)C1=O
 : -26%	1%	3%	7%	0.4	-4	6	32µM*	0.4
[20] O=c1cccc2n1CC1CC2CN(S(=O)(=O)c2ccccc2)C1 (stereo not given)
 : 3%	?	2%	1%	0.2	-2	-5	16%	0.7
[21] COC(=O)c1c(C)[nH]c(C(=O)C(C)[N+]23CCN(CC2)CC3)c1C (stereo not given)
 : -11%	-4%	4%	9%[57.1 µM]	0.3	0	11	24%[57.1 µM]	-0.6
[22] CCN(CC)CCCN=C(C)c1c(O)n(-c2ccccc2)c(=O)[nH]c1=O
 : -15%	2%	-1%	5%[57.1 µM]	0.6	0	-23	6%[57.1 µM]	0.4
[23] c1ccc(P(c2ccccc2)c2ccccn2)cc1
 : -13%	-5%	2%	12%[57.1 µM]	-0.2	2	-5	11%[57.1 µM]	0.1
[24] COc1cc(C)cc(CN2CC=C(c3ccccc3)CC2)c1O
 : ?	-3%	-6%	2%	-0.2	-4	88*	18%	-7.9
[25] CN1CCc2c([nH]c3ccccc23)C1
 : -26%	-7%	-4%	-6%	0.9	0	51*	-7%	0.1
[26] COC(=O)C(C)Oc1cc(C)cc2oc(=O)c3c(c12)CCC3 (stereo not given)
 : 0%	-4%	6%	51%[57.1 µM]	-2.3	-1	·	-13%[11.4 µM]	·
[27] CC1CCC[C@H](O)CCCCCc2cc(O)cc(O)c2C(=O)O1 (stereo not given in full)
 : 5%	1%	-17%	-11%	0.0&1.2	0&-2	-9&-16	-14%	-0.2&0.4
[28] CN(C(=O)c1ccco1)C1(c2ccccc2Cl)CCCCC1=O (stereo not given)
 : -13%	-2%	-1%	-5%	0.2	-2	-4	2%[57.1 µM]	0.7
[29] O=c1c2ccccc2nc(CSc2ncnc3nc[nH]c23)n1-c1ccccc1
 : 3%	-17%	2%	-11%	0.5	-1	2	-17%	1.3
[30] CN1/C(=C\C=Nc2ccccc2)C(C)(C)c2ccccc21
 : 0%	23%	-7%	-5%[57.1 µM]	1.1	-2	-4	-13%[57.1 µM]	0.9

Another view of some results above.
item | mol | USP1 inh | Pin1 inhibitor | IDH1 R132H inh | TrxR1 substrate | TRHR agonist | TRHR PAM | D2 antag | TrxR1 inh | D2 ag
24 | COc1cc(C)cc(CN2CC=C(c3ccccc3)CC2)c1O | ? | -3% | -6% | 2% | -0.2 | -4 | 88* | 18% | -7.9
16 | COP(=O)(OC)c1nc(-c2cccc3ccccc23)oc1NCCc1ccccc1 | -12% | ? | -1% | 361%[activator][57.1 µM] | 0.1 | -2 | 11 | 38%[activator][57.1 µM] | 11
18 | CSC[C@H](NC(=O)COc1cc2c(c3oc(=O)c(C)c(C)c13)CCC(C)(C)O2)C(=O)O | -8% | -18% | -1% | 316%[activator][57.1 µM] | 0.0 | 13 | -7 | 42% | 0.7
17 | CC(C)[C@H](N)C(=O)OCCOCn1cnc2c(=O)[nH]c(N)nc21 | ? | -8%&4% | 22%&-3% | -3%&2% | 0.1 | -1 | -13 | 5%&13% | -0.4
21 | COC(=O)c1c(C)[nH]c(C(=O)C(C)[N+]23CCN(CC2)CC3)c1C (stereo not given) | -11% | -4% | 4% | 9%[57.1 µM] | 0.3 | 0 | 11 | 24%[57.1 µM] | -0.6

The list continues:
Under each structure – USP1 inh	Pin1 inhibitor	IDH1 R132H inh	TrxR1 substrate	TRHR agonist	TRHR PAM	D2 antag	TrxR1 inh	D2 ag
[31] OC1CCCCC1N1CCC(c2ccccc2)CC1 (stereo not given)
 : -26%	2%	-2%	-9%[57.1 µM]	-0.2	-3	5	17%[57.1 µM]	7.3
[32] CCN1CCN(C(=O)COc2ccc(S(=O)(=O)N3CCOCC3)cc2C)CC1
 : -18%	-8%	0%	2%	-1.7	0	5	10%	0.1
[33] CCOC(=O)CC(NC(=O)C(Cc1ccc(N(CCCl)CCCl)cc1)NC(C)=O)C(=O)OCC (stereo not given)
 : 6%	-3%	7%	9%	-0.7	18	-2	-50%	0.5
[34] Fc1ccc(Cn2nnnc2CN2CCC(n3nnc4cc(C(F)(F)F)ccc43)CC2)cc1
 : -19%	9%	8%	6%	0.2	-6	6	24%	-0.2
[35] CN(C)/C=C1/C(=O)NC(=O)N(CCNc2ncc(C(F)(F)F)cc2Cl)C1=O
 : ?	?	11%	4%[57.1 µM]	-0.2	-4	-6	2%[57.1 µM]	1.0
[36] NC(N)=N/N=C/c1ccc(N2CCOCC2)cc1
 : -16%	3%	-7%	61%[activator]	-1.4	6	0	-1%	-1.8
[37] COc1ccccc1OCC#CCN1CCCCCC1
 : -20%	4%	21%	1%	-0.4	0	·	-5%	·
[38] COc1ccc(-c2cc(=NCCCCCC(=O)O)c3cc(C)ccc3o2)cc1
 : -4%&1%	2%&-1%	10%&7%	·	0.4	0	-6	16µM*!	1.2
[39] COC(=O)C1=C(c2ccccc2)C[C@@H]2CC[C@H]1N2C(=O)N1CCC(C)CC1
 : -33%	15%	15%	3%	·	·	·	12%	·
[40] O=C(c1cc(-c2ccccc2)nc2ccccc12)N1CCC2(CC1)OCCO2
 : 4%	6%	0%	8%[57.1 µM]	0.7	4	-8	-4%	-1.3
[41] C=CCN1C[C@@H](C)N(C(c2ccc(C(=O)N(CC)CC)cc2)c2cccc(OC)c2)C[C@@H]1C (stereo not given in full)
 : -9%	1%	13%	4%	-0.6	5	-7	0%	1.0
[42] CCOC(=O)C1(c2ccccc2)CCN(CCC(=O)Nc2ccc(C(=O)OC)cc2)CC1
 : -17%	?	-4%	-2%	0.4	3	5	16%	1.6
[43] Nc1c(Br)cc([N+](=O)[O-])cc1[N+](=O)[O-]
 : -28%	-8%	4%	1%	0.7	-4	6	24%	0.2
